Pol eta inh: inhibitors of human DNA polymerase eta | recombinant Pol eta, fluorescent DNA replication assay | AID 588591 | Q9Y253 | Potency, µM (highest dose often 114 µM), for inactives: at the highest dose activity change, negative = inhibition, usual class: inhibitors | 390,000 compounds, 1.2% hits; note: potency is the fitted concentration of half-maximal effect; % is set by controls: 0 for no effect and ±100 for the full control effect
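Fluorescent replication assay: 50 nM final substrate added after a 15 min room-temperature compound preincubation with 10 nM enzyme. Signal taken at 0 min and again at 10 min.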
POLK inh: inhibitors of human DNA polymerase kappa | Potency, µM (top dose mostly 107 µM), inactives show top-dose activity, negative = inhibition, hits mostly inhibitors | purified Pol kappa, fluorescent DNA synthesis assay, 10 min | AID 588579 | Q9UBT6 | 400,000 compounds, 0.53% hits; note: potency is the fitted concentration of half-maximal effect; % is set by controls: 0 for no effect and ±100 for the full control effect
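Pol kappa 10 nM + cpd, 15 min RT; start w/ substrate 50 nM final; fluorescence kinetic read, 0 and 10 min. Neg ctrl: buffer, no enzyme.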
POLI inh: blocks human DNA polymerase iota activity. 390,000 compounds, 1% hits. Potency, µM (highest dose often 115 µM), for inactives: at the highest dose activity, negative = inhibition, most hits filed as inhibitors. Pol iota fluorescent replication assay, 10 min. Q9UNA4; note: potency is the fitted concentration of half-maximal effect
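Pol iota at 10 nM preincubated 15 min with compounds at room temperature; reaction started with fluorescent substrate, 50 nM final. Fluorescence read kinetically at 0 and 10 min; buffer-only wells as negative control.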
PGK inhibitor: T. brucei PGK inhibition; P07378; PGK/GAPDH coupled, Kinase-Glo luminescence, 60 min; Potency, µM (highest dose often 57.5 µM), without a hit: at the top dose activity change, negative = inhibition, hits mostly inhibitors; 380,000 compounds, 0.043% hits; note: potency is the fitted concentration of half-maximal effect; % is set by controls: 0 for no effect and ±100 for the full control effect; nearly all actives have a fitted effect of over 60% in size
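Recombinant glycosomal PGK reaction used 1,3-bisphosphoglycerate generated in-well by GAPDH (100nM final) in 100mM TEA pH 7.6, 5mM MgCl2, 0.01% Tween-20. After 60 minutes at room temperature, ATP was read by Kinase-Glo Plus luminescence end-point.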
BLM helicase inh: inhibitors of human Bloom syndrome helicase BLM. P54132. recombinant BLM DNA unwinding, fluorescence dequenching. Potency, µM (highest dose often 56.1 µM), for the others: at the highest dose activity change, negative = inhibition, usual class: inhibitors. 350,000 compounds, 0.2% hits. AID 2528;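 note: potency is the fitted concentration of half-maximal effect; plate controls were vehicle for no effect and no enzyme for full effect; nearly all actives have a fitted effect of over 35% in size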
APEX1 inh: inhibitors of human APE1 endonuclease | P27695 | recombinant APE1, TAMRA/BHQ-2 abasic DNA cleavage fluorescence | Potency, µM (top dose mostly 65.8 µM), for the others: at the highest dose activity change, negative = inhibition, usual class: inhibitors | 350,000 compounds, 0.35% hits | AID 2517;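 note: potency is the fitted concentration of half-maximal effect; plate controls were vehicle for no effect and reference inhibitor for full effect; nearly all actives have a fitted effect of over 55% in size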
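Activity was derived from the fluorescence gain between first and third kinetic reads (60 s intervals, ex 525/em 598 nm) after 50 nM THF-abasic TAMRA/BHQ-2 duplex was added to 0.75 nM APE1 preincubated 15 min with compound.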
Pol beta inh: DNA polymerase beta (human) inhibition. P06746. Pol beta primer extension/strand displacement, fluorescence kinetic. Potency, µM (doses to about 114 µM), inactives show at the top dose activity change, negative = inhibition, most hits filed as inhibitors. 340,000 compounds, 1.3% hits. AID 485314; note: potency is the fitted concentration of half-maximal effect; % is set by controls: 0 for no effect and ±100 for the full control effect
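Enzyme-only controls used 10 nM Pol beta; buffer lacking enzyme served as negative control. Compound preincubated 15 min, then 50 nM substrate added; 0 and 10 min reads at room temperature.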
Apoferritin bind: binds horse apoferritin like a general anesthetic. P02791. apoferritin/1-aminoanthracene competitive binding, fluorescence. Potency, µM (highest dose often 77.5 µM), inactives show at the highest dose activity change, negative = displacement, usual class: inhibitors. 350,000 compounds, 0.074% hits; note: potency is the fitted concentration of half-maximal effect; % is set by controls: 0 for no effect and ±100 for the full control effect; nearly all actives have a fitted effect of over 20% in size
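Concentration-response curves derived by four-parameter Hill fitting of normalized fluorescence, where compounds displaced 1-AMA from 10 uM horse apoferritin following a brief 10 min room-temperature incubation; propofol titration acted as positive control.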
RXFP1 antag: blocks the human relaxin receptor RXFP1; Q9HBX9; HEK293-RXFP1, relaxin-stimulated cAMP HTRF, 30 min; stronger effect = lower value; activity change, negative = inhibition, % at 57.5 µM; 350,000 compounds, 0.59% hits; AID 1259400;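 active = activity change of -60% or lower, but not beyond a set lower limit; inconclusive = change between -60% and -40%, or beyond the set limit; inactive = change above -40%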; note: % is set by controls: 0 for no effect and ±100 for the full control effect
Starred values were filed as active, the others as inactive; i = inactive; ? = inconclusive; nt = not tested or not shown; [ ] = remark or other dose. Unless noted, calls come from the whole dose curve; as a rule, active = well fitted curve in the direction sought with a large enough effect; inconclusive = small, poorly fitted or top-dose-only effect, or another doubt; inactive = no such curve, though single readings can be large; an effect the other way counts as inactive or inconclusive.

SMILES | Pol eta inh | POLK inh | POLI inh | PGK inhibitor | BLM helicase inh | APEX1 inh | Pol beta inh | Apoferritin bind | RXFP1 antag
Cn1c(=O)c2ccccc2n(CC(=O)NC2CCCC2)c1=O | -13% | 2% | 15% | -2% | -2% | -3% | 9% | 10% | -6
COc1cc(C(=O)Nc2ccccc2-c2nc(-c3ccc(C)cc3)no2)cc(OC)c1OC | -13% | -10% | -5% | i | -2% | nt | -16% | -7% | -11
O=[N+]([O-])c1ccc(N2CCN(c3ccc(O)cc3)CC2)cn1 | -17% | -5% | 50%[activator] | -1% | -2% | 1% | 0% | -23% | -6
Cc1cc(N2O[C@]34C=C[C@]25C[C@@H](O)CC[C@]5(C)C3CC[C@]2(C)[C@@H]([C@H](C)/C=C/[C@H](C)C(C)C)CC[C@H]24)no1 (stereo not given in full) | -11% | 6% | 40%[activator] | 4% | nt | -20% | nt | nt | nt
CC(C)CC(NC(=O)C(NC(=O)OC(C)(C)C)C(C)C)C(=O)N1CCCC1C(N)=O (stereo not given) | -14% | 2% | 13% | -1% | -2% | -3% | 14% | -8% | -8
CC1(C)CC(=O)C2=C(C1)NC(SCC(N)=O)=C(C#N)C21CCCCC1 | -3% | -4% | 10% | 0% | -3% | -3% | 44% | 75%[activator] | -4
CCCCC(c1nnnn1CC1CCCO1)N1CCN(Cc2ccccc2)CC1 (stereo not given) | -16% | 9% | -8% | i | 5% | 5% | 1% | -8% | -2
COC(=O)Cc1ccc(NC(=S)NCC(C)C)cc1 | -17% | -5% | -2% | -3% | -2% | 11% | 2% | 2% | -4
CCc1nn2c(=O)c(S(=O)(=O)Nc3ccc(OC)c(Cl)c3)c(C)nc2s1 | -3% | -20% | 0% | 13% | -3% | nt | 40% | -12% | -17
O=C(Nc1cccc(Cl)c1)c1ccc2nc(Cc3ccccc3)oc2c1 | -16% | -9%[60.1 µM] | 23% | -9% | -5% | nt | 2% | -6% | -27
CCOc1ccc2nc(NCCCNS(=O)(=O)c3ccc(C)cc3)c(C#N)cc2c1 | -6% | 1% | 13% | i | -7% | 15% | -29% | 29% | -15
CCN(CC1CCCN(CCc2cccc(F)c2)C1)C(=O)c1ccc(CSC)o1 (stereo not given) | -9% | -7% | 0% | 0% | -6% | 9% | 32% | -15% | -2
COc1ccc(-c2csc3nc(C)n(-n4cccc4)c(=O)c23)cc1OC | -7% | -2%[60.1 µM] | 9% | -4% | -2% | -2% | 5% | -11% | 5
Cn1cc(C(=O)N2CCN(c3ccccc3)CC2)c(=O)c2cc(S(=O)(=O)N3CCOCC3)ccc21 | ? | 4% | 19% | -3% | 0% | 22% | 22% | -9% | -26
CCOc1ccc(S(=O)(=O)Nc2ccc3c(c2)c(C(C)=O)c(C)n3S(=O)(=O)c2ccc(OCC)cc2)cc1 | -9% | -10% | -7% | -3% | -5% | nt | 18% | -16% | 2
O=C(Cn1nc(-c2ccco2)ccc1=O)Nc1ccc(Br)cc1 | -6% | 8% | -14% | -7% | -4% | -32% | -4% | ? | -19
CN(C)C(=O)c1cc(C(=O)c2ccccc2)c[nH]1 | -11% | -6% | 17% | -4% | -2% | 35% | -22% | -2% | 1
O=C(CN1C(=O)C2(SCC(=O)N2c2ccc(F)c(F)c2)c2ccccc21)Nc1cccc(Cl)c1 (stereo not given) | -25% | -4% | -12% | -9% | -9% | nt | -2% | -3% | nt
Cc1ncc(CO)c2c1Oc1nc(-c3ccc(F)cc3)nc(SCc3ccc(F)cc3Cl)c1C2 | -9% | -29% | 11% | i | -9% | nt | 50µM* | -11% | -8
CCOc1ccc(/C=N/NC(=O)C2CC2)c(OCC)c1 | -24% | -8% | 59%[activator] | -2% | -4% | -14% | 2% | -4% | 1
COc1ccc(-c2nc(SCC(=O)Nc3ccc4c(c3)OCO4)c(-c3ccc(OC)cc3)[nH]2)cc1 | -24% | -35% | -3% | i | -18% | nt | ? | -4% | -20
Cc1onc(-c2ccccc2Cl)c1C(=O)Nc1ccc(-c2cn3cccnc3n2)cc1 | -7% | -1% | -2%[58.9 µM] | -2% | -1% | -3% | 6% | 141%[activator] | 1
Cc1ccc(SCC(Cc2ccccc2)N2CCN(CC(C)C)CCC2=O)cc1 (stereo not given) | nt | -25% | ? | nt | -7% | 4% | nt | 61%[activator] | nt
COc1ccc(C2CC(c3ccccc3)=NN2C(=O)CN2CCN(Cc3ccccc3)CC2)cc1 (stereo not given) | -8% | -9% | 64%[activator] | i | -3% | 2% | 5% | -10% | -21
NCCc1nnc(SCc2c(F)cccc2Cl)o1 | -13% | -6% | ? | 16% | 5% | 12% | -1% | ? | 3

Overlap with the part before: 4 entries, followed by the next part.
SMILES | Pol eta inh | POLK inh | POLI inh | PGK inhibitor | BLM helicase inh | APEX1 inh | Pol beta inh | Apoferritin bind | RXFP1 antag
Cc1onc(-c2ccccc2Cl)c1C(=O)Nc1ccc(-c2cn3cccnc3n2)cc1 | -7% | -1% | -2%[58.9 µM] | -2% | -1% | -3% | 6% | 141%[activator] | 1
Cc1ccc(SCC(Cc2ccccc2)N2CCN(CC(C)C)CCC2=O)cc1 (stereo not given) | nt | -25% | ? | nt | -7% | 4% | nt | 61%[activator] | nt
COc1ccc(C2CC(c3ccccc3)=NN2C(=O)CN2CCN(Cc3ccccc3)CC2)cc1 (stereo not given) | -8% | -9% | 64%[activator] | i | -3% | 2% | 5% | -10% | -21
NCCc1nnc(SCc2c(F)cccc2Cl)o1 | -13% | -6% | ? | 16% | 5% | 12% | -1% | ? | 3
C[S+](CC[C@H](N)C(=O)O)C[C@H]1O[C@@H](n2cnc3c(N)ncnc32)[C@H](O)[C@@H]1O (stereo not given in full) | -18% | 0% | -1% | -3% | 0% | -4% | nt | nt | nt
Cc1cnc(NC(=O)CSC(=S)N2CCOCC2)s1 | -28% | -2% | 28% | 9% | -1% | 3% | -8% | -12% | 0
CCOC(=O)NC(=O)C(=CNc1ccc(C)cc1)C(=O)NC(=O)OCC | -5% | -6% | -3% | 0% | -1% | -2% | 39% | -8% | 1
Oc1ccccc1-c1nc(N2CCN(Cc3ccccc3)CC2)c2ccccc2n1 | 6% | -5% | 18% | 9% | -1% | 3% | 29% | -13% | 2
CCOCCCN1C(=O)CN(C2CCCCCC2)C(=O)C1c1ccc(OC)cc1 (stereo not given) | -1% | 1% | 12% | -10% | -2% | -4% | 32% | -9% | 0
CCN(CC(=O)Nc1ccc2c(c1)OCO2)CC(=O)Nc1ccccc1C(F)(F)F | -24% | -17% | 57%[activator] | -12% | nt | 4% | nt | nt | 2
CCC(C)[C@H](NC(=O)N1CCn2c1nc1ccccc12)C(=O)NCCc1ccc(OC)c(OC)c1 (stereo not given in full) | -18% | -1% | 31% | -8% | -2% | 15% | 15% | -12% | -2
Cc1ccc(CN2CCSc3ccc(C(=O)NC4CCCC4)cc32)cc1 | -1% | -3% | -3% | -6% | 0% | -14% | 41% | -7% | 0
CCOC(=O)c1ccc(NC(=S)N(CCCN2CCCC(C)C2)Cc2cccs2)cc1 (stereo not given) | -12% | -5% | -9% | -4% | -12% | -1% | -6% | -8% | 6
Cc1ccc(OCC(=O)N/N=C/c2cn[nH]c2-c2ccc(Cl)c(Cl)c2)cc1 | 0% | -26% | 3% | i | -2% | ? | -1% | ? | 5
CCCCNC(=O)Nc1nnc(-c2ccccc2)o1 | -4% | -2% | 11% | 13% | -3% | 14% | -3% | -20% | 18
CC(NS(=O)(=O)c1ccccc1)C(=O)Nc1nccs1 (stereo not given) | 13% | -15% | 13% | -8% | -11% | 0% | 15% | -15% | -18
CCOC(=O)N1CCC(NC(=O)CCc2nc(-c3ccc(C)cc3)no2)CC1 | -16% | -2% | 22% | -4% | 0% | -3% | 5% | -11% | -2
CCOc1ccc(NC(=O)C2CCCN(S(=O)(=O)c3cnc[nH]3)C2)cc1 (stereo not given) | -19% | 2% | 49%[activator] | -2% | 2% | -7% | 44% | -5% | nt
CN(CC(=O)Nc1ccccc1Sc1ccccc1)Cc1nc2ccccc2c(=O)[nH]1 | -19% | -4% | 19% | i | 2% | -5% | -17% | -10% | -17
CC(C)NC(=O)N(C)C[C@H]1Oc2ccc(NC(=O)Nc3ccccc3)cc2C(=O)N([C@H](C)CO)C[C@@H]1C | -3% | -17% | -6% | -8% | nt | 3% | nt | nt | nt
Cc1ccccc1CN1c2ccccc2-c2nc(SCC(N)=O)ncc2S1(=O)=O | -14% | 2% | 26% | -3% | -4% | nt | -2% | ? | -7
COc1ccccc1C(O)Cc1nc2ccccc2n1C (stereo not given) | -11% | 2% | -1% | 9% | -5% | -1% | 1% | -15% | -2
O=C(CS(=O)(=O)c1cn(Cc2ccc(F)cc2)c2ccccc12)N1CCOCC1 | -3% | 18% | 32%[activator] | -1% | 0% | 8% | 7% | -4% | 0
COc1ccc(C)cc1NC(=O)C(=O)NCCc1csc(-c2ccc(C)cc2)n1 | -17% | -5%[60.1 µM] | 25% | -4% | -3% | nt | -3% | -13% | -11
CN(C)S(=O)(=O)c1ccc(C(=O)NCCOc2ccccc2)cc1 | 1% | -14% | 0% | i | 0% | -3% | 9% | 1% | 3
COc1cc2c(cc1OC)CN(C1CCCN(Cc3cccc(C(C)=O)c3)C1)CC2 (stereo not given) | -5% | 0% | 44%[activator] | -10% | nt | nt | nt | nt | 0
CCCCNC(=O)CCC(=O)Nc1ccc2nc(N3CCC(C)CC3)cc(C)c2c1 | ? | -16% | 25% | -1% | -2% | 0% | -1% | -22% | 4
NC(=O)c1ccc(-n2nnnc2SCC(=O)Nc2ccccc2-c2ccccc2)cc1 | -10% | -13% | 1% | 2% | -1% | 2% | -4% | 4% | -6
Cc1cc(-c2ccccc2)cc(-c2ccccc2)[n+]1C | -20% | 2% | 78%[activator] | -5% | 5% | 0% | 9% | -6% | -13
Cn1c(SCC(=O)NC2CCCCC2)nnc1-c1cc2ccccc2o1 | -1% | -5% | 22% | -2% | -4% | 4% | -9% | -11% | -3

Screening results (PubChem)

Some of the compounds tested, so the mix of outcomes need not match the whole.
